High-throughput results from PubChem BioAssay.
Coupling enz = qHTS Assay for Inhibitors of Fructose-1,6-bisphosphate Aldolase from Giardia Lamblia: Coupling assay counterscreen; coupling enzyme system counterscreen, AmpLite Red fluorescence; activity change, negative = inhibition, % at 58.2 µM, hits read low; actives 0.67% (n = 290,000); AID 2472, 2010; in the data active = activity change below about -30%; also: % is scaled to controls: 0 for no effect and ±100 for the full control effect
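Final compound at 57.5 uM, incubated 10 min at RT with coupling enzyme reagent (glyceraldehyde-3-phosphate), then 20 min with substrate and AmpLite Red detection. Fluorescence read at 525/598 nm; tests interference with the coupling assay, not aldolase inhibition.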
B2AR arrestin = qHTS assay of beta-arrestin-biased ligands of beta2-adrenergic receptor | actives 0.02% (n = 330,000) | AID 492947, 2010 | Potency, µM (highest dose often 46.1 µM), inactives show top-dose activation, hits mostly activators | beta-arrestin recruitment to beta2AR, cell-based reporter | Beta-2 adrenergic receptor (Homo sapiens), P07550;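 also: potency is read from the fitted curve at half-maximal effect; 0% = DMSO controls and full agonism = EC100 isoproterenol or metaproterenol; nearly all actives have a fitted effect of over 65% in size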
Chronic BCR inh = qHTS Assay to Find Inhibitors of Chronic Active B-Cell Receptor Signaling | ABC-DLBCL IkBa-CBG/CBR reporter, luminescence ratio, 4 h | Potency, µM (titrated, usually from 46.1 µM), for the others: at the top dose ratio change, negative = lower green/red ratio, hits mostly inhibitors | actives 0.05% (n = 340,000) | AID 493014, 2011; active = well fitted inhibition curve with a large enough effect in the signal ratio, with a control signal flat, not every such curve was filed as active; inconclusive = small, poorly fitted or top-dose-only effect, or effect the other way, or a change in a side signal; the % refers to the signal ratio;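 also: potency is read from the fitted curve at half-maximal effect; plate controls were basal doxycycline-induced cells for no effect and cells given 10 µM MG132 for full effect; MG132 reads +100%, hits lower the ratio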
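Compounds up to 46 uM were incubated four hours with TMD8 cells whose green CBG68 luciferase is fused to IkappaBalpha; red CBR luminescence normalised the signal, and concentration-effect curves were fitted to fusion, red and ratio data.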
PTAP TSG101 blk = qHTS Assay for Iinhibitors of HIV-1 Budding by Blocking the Interaction of PTAP/TSG101. Fluorescence polarization, FITC-PTAP peptide / Tsg101 binding. Potency, µM (doses to about 115 µM), inactives show at the highest dose activity change, negative = inhibition, hits mostly inhibitors. 340,000 tested, under 10 active. AID 493005, 2010; active = well fitted inhibition curve with a large enough effect in the main read-out, with a control signal flat, not every such curve was filed as active; inconclusive = small, poorly fitted or top-dose-only effect, or effect the other way, or a change in a side signal; inactive = no such curve, though single readings can be large or run the other way; also: potency is read from the fitted curve at half-maximal effect; % of control where 0% means no effect
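Fluorescence polarization binding of Tsg101 binding domain (10 uM final) to FITC-labeled PTAP peptide (50 nM final) in HEPES pH 7.5 buffer with NaCl, Tween 20, EDTA, TCEP. Compounds added before peptide; binding 20 min at RT.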
PKM2 act = qHTS Assay for Activators of Human Muscle isoform 2 Pyruvate Kinase; AID 1631, 2009; actives 0.34% (n = 260,000); Potency, µM (highest dose often 57.5 µM), for the others: top-dose activation, most hits filed as activators; Pyruvate kinase PKM (Homo sapiens), P14618; purified PKM2, Kinase-Glo ATP luminescence, activation; response scale: 0% is enzyme alone, no compound; also: potency is read from the fitted curve at half-maximal effect; % is scaled to controls: 0 for no effect and ±100 for the full control effect; nearly all actives have a fitted effect of over 55% in size
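hPK-M2, >95% pure; 0.1 mM ADP / 0.5 mM PEP final; imidazole pH7.2 buffer w/ 7 mM MgCl2, 50 mM KCl; 1 h RT; Kinase-Glo lum. Intermediate enzyme activity for dual inhibitor/activator qHTS.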
Tb PFK block = qHTS Assay to Find Inhibitors of T. brucei phosphofructokinase | ATP-dependent 6-phosphofructokinase (Trypanosoma brucei brucei), O15648 | Potency, µM (series often up to 57.5 µM), without a hit: at the highest dose activity, negative = inhibition, most hits filed as inhibitors | actives 0.17% (n = 330,000) | T. brucei PFK, ADP-Glo luminescence | AID 485367, 2010;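 also: potency is read from the fitted curve at half-maximal effect; 0% = uninhibited 1x PFK enzyme wells and -100% = no-enzyme wells; nearly all actives have a fitted effect of over 60% in size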
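ADP-Glo luminescence quantified ADP after 45 min at room temperature, with 1.25 nM T. brucei PFK, 0.1 mM ATP and 0.5 mM fructose-6-phosphate in pH 8.0 TEA buffer. qHTS titrations up to 57 µM; curves classified by quality.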
GALK inhibitor = qHTS Assay for Inhibitors of Human Galactokinase (GALK) | Purified GALK, Kinase-Glo residual ATP luminescence | Potency, µM (top dose mostly 57.5 µM), inactives show at the top dose activity change, negative = inhibition, hits mostly inhibitors | actives 0.007% (n = 270,000) | AID 1868, 2009; also: potency is read from the fitted curve at half-maximal effect; % is scaled to controls: 0 for no effect and ±100 for the full control effect
Target sequence (P51570 whole entry, looked up): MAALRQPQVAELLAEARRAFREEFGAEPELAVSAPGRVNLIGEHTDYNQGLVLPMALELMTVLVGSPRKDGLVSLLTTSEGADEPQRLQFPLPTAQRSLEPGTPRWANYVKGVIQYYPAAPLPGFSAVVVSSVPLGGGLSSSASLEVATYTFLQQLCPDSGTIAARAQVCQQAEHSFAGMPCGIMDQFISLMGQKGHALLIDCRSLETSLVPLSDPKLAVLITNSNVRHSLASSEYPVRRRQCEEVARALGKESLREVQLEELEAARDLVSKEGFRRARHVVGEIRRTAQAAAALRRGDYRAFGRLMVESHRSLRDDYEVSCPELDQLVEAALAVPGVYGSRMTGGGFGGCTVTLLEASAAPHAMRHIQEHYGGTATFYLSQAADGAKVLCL
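Compounds were pin-transferred into ATP buffer (35 uM final), then GALK plus galactose (5 nM, 100 uM final) was added. After 1 h at room temperature, Kinase-Glo Plus was added and luminescence read after 10 min.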
Giardia kill = Small Molecules that selectively kill Giardia lamblia: qHTS; Giardia lamblia trophozoite viability; activity change, % at 7.66 µM, hits read low; actives 0.15% (n = 340,000); AID 540267, 2011; in the data active = activity change below about -80%; inconclusive = between about -30% and that limit;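 also: parasites exposed to compound for two days anaerobically before the ATP read; % is scaled to controls: 0 for no effect and ±100 for the full control effect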
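Media and compound were dispensed first, then trophozoites at 100 cells/well; plates sat 48 hrs at 37 deg C without oxygen before ATP luminescence reagent was added and read after 15-30 min at room temperature.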
Menin MLL FP TR = qHTS Assay for Inhibitors Targeting the Menin-MLL Interaction in MLL Related Leukemias: Competition With Texas Red Labeled MLL-derived Mutant Peptide | O00255 | Menin + Texas Red MLL mutant peptide, fluorescence polarization | Potency, µM (top dose mostly 61.6 µM), for inactives: at the top dose FP activity change, negative = inhibition, most hits filed as inhibitors | actives 0.23% (n = 270,000) | AID 1768, 2009; active = well fitted inhibition curve with a large enough effect in the polarisation, with a control signal flat, not every such curve was filed as active; inconclusive = small, poorly fitted or top-dose-only effect, or effect the other way, or a change in a side signal; inactive = no such curve, though single readings can be large or run the other way; the % refers to the polarisation; also: potency is read from the fitted curve at half-maximal effect; % of control where 0% means no effect; many of its hits are not listed in these tables
Target sequence (O00255 whole entry, looked up): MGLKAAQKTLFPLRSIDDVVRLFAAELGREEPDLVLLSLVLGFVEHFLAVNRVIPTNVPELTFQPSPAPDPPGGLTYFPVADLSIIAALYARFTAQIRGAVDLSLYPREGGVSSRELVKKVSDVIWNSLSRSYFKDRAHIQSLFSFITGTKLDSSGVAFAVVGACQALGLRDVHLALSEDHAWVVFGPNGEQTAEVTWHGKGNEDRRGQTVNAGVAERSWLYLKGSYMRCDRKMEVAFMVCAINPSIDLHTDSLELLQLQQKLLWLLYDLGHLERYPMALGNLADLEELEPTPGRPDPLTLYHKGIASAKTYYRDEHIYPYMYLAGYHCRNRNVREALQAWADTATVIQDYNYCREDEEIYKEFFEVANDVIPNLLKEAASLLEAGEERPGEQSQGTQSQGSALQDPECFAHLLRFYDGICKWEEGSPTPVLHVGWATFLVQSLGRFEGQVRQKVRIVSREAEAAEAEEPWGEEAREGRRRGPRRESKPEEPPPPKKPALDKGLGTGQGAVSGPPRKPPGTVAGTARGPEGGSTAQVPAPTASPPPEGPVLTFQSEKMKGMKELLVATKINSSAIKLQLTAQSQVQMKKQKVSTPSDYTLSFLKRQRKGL
Integrin act MD = qHTS for Activators of Integrin-Mediated Alleviation for Muscular Dystrophy. alpha7betagal myoblasts, beta-gal FDG fluorescence, 48 h. Potency, µM (series often up to 38.3 µM), without a hit: top-dose activation, most hits filed as activators. actives 0.064% (n = 350,000);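 also: potency is read from the fitted curve at half-maximal effect; 100% = response of the positive control SU9516; nearly all actives have a fitted effect of over 60% in size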
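Alpha7betagal+/- myoblasts (passage 13) were plated 16-24 hr, then exposed to compounds (1:260 dilution of DMSO stock) for 48 hours at 37C. After MPER lysis, β-galactosidase reporter activity was read as FDG fluorescence (ex 480/em 540) after 30 minutes.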
ASM inhibitor = Inhibitors of Secretory Acid Sphingomyelinase (S-ASM): qHTS; AID 504937, 2011; Sphingomyelin phosphodiesterase (Homo sapiens), P17405; actives 0.006% (n = 340,000); Potency, µM (titrated, usually from 57.5 µM), inactives show top-dose activity change, negative = inhibition, actives largely listed as inhibitors; placental ASM, HMU-PC fluorogenic substrate, 60 min; also: potency is read from the fitted curve at half-maximal effect
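Fluorogenic HMU-PC substrate (9 uM final) is turned over by placental ASM in 60 min at 37 C after a 10 min compound preincubation. Reaction ended by alkaline stop (pH 10), with fluorescence read at 386/447 nm.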
* marks the source's active call; other numbers are inactive results; ? = inconclusive; nt = not tested or not shown; [ ] = dose if it differs, or a comment. Unless noted, calls follow the shape of the dose curve; as a rule, active = well fitted curve in the direction sought with a large enough effect; inconclusive = small, poorly fitted or top-dose-only effect, or another doubt; inactive = no such curve, though single readings can be large; an effect the other way counts as inactive or inconclusive.

Every second line gives: Coupling enz	B2AR arrestin	Chronic BCR inh	PTAP TSG101 blk	PKM2 act	Tb PFK block	GALK inhibitor	Giardia kill	Menin MLL FP TR	Integrin act MD	ASM inhibitor
- Cc1ccc(SCCC(=O)N2CCC(C)CC2)cc1
→ -4	11%	-8%	-3%	0%	-5%	-3%	1	-9%	9%	3%
- Cn1c(Cc2ccccc2)nnc1SCC(=O)NCCc1ccccc1
→ 4	0.0%	-1%	-1%	-4%	2%	-2%	-20	?	-29%	-1%
- CC1CC(C)CN(C(=O)c2ccc(NS(=O)(=O)c3ccc4[nH]c(=O)[nH]c4c3)cc2)C1 (centres undefined)
→ nt	0.1%	1%	-3%	nt	6%	nt	-12	nt	24%	35%[activator]
- CCCCn1c(SCC(=O)Nc2cc(C)on2)nnc1-c1cccs1
→ 4	-0.6%	?	-3%	-8%	-1%	5%	-6	nt	-17%	-1%
- CCN(c1ccc(NC(=O)COC(=O)c2ccc3ccccc3n2)cc1)C(C)C
→ -1	0.3%	-4%	-1%	7%	-1%	-1%	10	?	21%	-5%
- O=C(Oc1ccc(N2C(=O)CCC2=O)cc1)c1ccco1
→ 1	0.0%	5%	-8%	4%	0%	1%	-11	-4%	2%	3%
- CCn1c(SCC(=O)N2CCc3ccccc32)nnc1-c1ccco1
→ -7	-0.4%	2%	-12%	-6%	3%	0%	-11	-17%	-15%	0%
- CCN(CC)c1ccc(/C=N/N2CCOCC2)cc1
→ 3	-0.1%	22%	-5%	-2%	-5%	0%	-23	1%	1%	3%
- NC(=O)c1oc2ccccc2c1NC(=O)CCc1ccccc1
→ 0	-0.1%	?	-5%	?	-2%	0%	1	19%	19%	-2%
- CCC(=O)Nc1nc2ccc([N+](=O)[O-])cc2s1
→ -1	-0.3%	?	-4%	-1%	-13%	0%	8	nt	-25%	-1%
- COC(=O)c1c(-c2ccc(C)cc2)csc1NC(=S)NC(=O)c1ccc(F)cc1
→ 1	-0.4%	0%	-1%	-15%	-6%	2%	9	-17%	5%	0%
- Cc1ccccc1Nc1nc(N)nc(CSc2ccccc2)n1
→ -2	0.4%	-7%	-7%	15%	0%	-2%	-16	27%	20%	0%
- Nc1ccc(-n2nncc2-c2ccccc2)cc1
→ 0	-0.4%	-5%	-2%	4%	0%	0%	1	2%	-6%	-2%
- O=C(NCC(=O)N1CC=C(c2ccccc2)CC1)c1ccccc1Br
→ nt	-0.1%	-5%	-3%	-1%	-1%	-4%	-14	nt	-2%	-2%
- O=C(NCC1CCCO1)c1ccc(Br)c(S(=O)(=O)N2CCOCC2)c1 (centres undefined)
→ nt	-0.1%	?	-3%	nt	-1%	nt	-18	nt	5%	6%
- O=C(Nc1ccc(Cc2ccncc2)cc1)c1ccc([N+](=O)[O-])o1
→ 0	0.3%	-6%	1%	-3%	1%	3%	-88*	6%	-49%[inhibitor]	-2%
- Cc1ccc(-c2nnc(SCC(=O)N3c4ccccc4NC(=O)C3(C)C)n2N)cc1
→ 7	0.1%	-7%	-6%	0%	0%	-3%	-7	-24%	5%	-2%
- CCCCNC(=O)c1nn(-c2ccccc2OC)c(=O)c2ccccc12
→ 1	-0.7%	11%	-2%	11%	0%	1%	14	18%	-25%	-4%
- CN(C)S(=O)(=O)c1cccc(NC(=O)COC(=O)/C=C/c2cccs2)c1
→ 3	-0.4%	-4%	1%	-3%	1%	6%	7	15%	0%	-9%
- CC(C)C1C(C#N)=C(N)SC(N)=C1C#N
→ -8	-0.3%	-16%	-7%	-8%	?	1%	2	?	1%	3%
- CCOC(=O)c1cc(C(=O)Nc2cccc(C)c2)nn1C
→ -1	0.1%	?	-1%	-12%	-2%	5%	-9	0%	4%	-2%
- COc1ccc(C(=O)Nc2cc(C(=O)O)cc(C(=O)O)c2)cc1Cl
→ 2	-0.2%	3%	-8%	0%	7%	-2%	?	7%	-15%	6%
- CCOC(=O)Cn1c(=NC(=O)c2nc3ccccc3s2)sc2cc(S(N)(=O)=O)ccc21
→ -1	-0.7%	?	-4%	-1%	2%	-2%	23	?	-40%	nt
- Cc1ccc(-c2nc(Nc3ccc(N4CCOCC4)cc3)c3ccccc3n2)cc1
→ -4	-0.7%	?	-1%	11%	-1%	2%	-5	nt	-52%[inhibitor]	-17%
- CCOc1ccc(S(=O)(=O)N2CCC(C(=O)N3CCOCC3)CC2)cc1C
→ 6	-0.1%	1%	-1%	10%	8%	0%	7	2%	-4%	3%
- COc1nc(C)c2cc(C)oc2n1
→ -1	-1.9%	2%	0%	-4%	2%	0%	-3	4%	-14%	0%
- CN(C[C@H](Cc1ccccc1)N(C[C@@H](CC1CCCCC1)N(CCc1ccccc1)N=O)N=O)N=O
→ -1	-0.2%	15%	-1%	-13%	-2%	3%	2	1%	13%	-1%
- CCn1nc(C(=O)OCC(=O)c2ccc3c(c2)OCCO3)c2ccccc2c1=O
→ 3	0.6%	4%	-6%	1%	0%	4%	16	5%	-13%	0%
- Cc1cc2c(sc3ccccc32)c(C)n1
→ 0	-0.7%	?	-2%	-5%	-4%	-2%	17	nt	21%	4%
- Cc1ccc(C=Nc2cccnc2N)cc1
→ -28	-0.3%	?	0%	-1%	-25%	1%	7	-5%	12%	3%
- CC1CCCC(C)N1CCCNC(=O)CN1C(=O)COc2ccc(S(=O)(=O)N3CCOCC3)cc21 (centres undefined)
→ -3	0.5%	-1%	1%	0%	1%	7%	-2	3%	15%	4%
- COc1cccc(C2NC(=O)CCC2[N+](=O)[O-])c1OC (centres undefined)
→ 1	-0.8%	?	-5%	nt	1%	2%	-20	5%	-4%	-7%
- COc1cc(CN2CCCC(C(=O)N3CCc4ccccc4C3)C2)cc(OC)c1OC (centres undefined)
→ 0	0.1%	11%	0%	nt	-2%	6%	-3	?	-53%[inhibitor]	1%
- O=C1c2ccccc2-c2cccnc21
→ -3	-1.1%	0%	-7%	nt	9%	1%	31[activator]	21%	?	1%
- O=S(=O)(c1ccc(F)cc1)N1CCCC(CO)C1 (centres undefined)
→ 4	-0.1%	-8%	-3%	2%	0%	-4%	8	18%	0%	1%
- Clc1ccc(-n2nnnc2-c2ccno2)cc1
→ -3	0.7%	7%	1%	2%	0%	1%	29	nt	9%	1%
- Cc1ccc(C(=O)N/C(=C\c2ccco2)C(=O)NCc2cccnc2)cc1
→ -6	-0.7%	8%	0%	-1%	0%	0%	6	-9%	-15%	1%
- CCn1cc(C(=O)N[C@@H](CCSC)C(=O)NCCCOC)c(=O)c2cc3c(cc21)OCO3
→ 3	-0.2%	?	0%	nt	0%	-2%	-22	-13%	-5%	4%
- Cc1ccc(CNC(=O)c2ccc(NC(=O)CCS(=O)(=O)c3cccs3)cc2)cc1
→ 1	-0.2%	10%	-7%	3%	1%	0%	-24	nt	-21%	2%
- Cc1ccc(CN(C(=O)c2cc(=O)c3cc(Cl)c(C)cc3o2)C2CCS(=O)(=O)C2)cc1 (centres undefined)
→ 2	-1.1%	1%	-1%	2%	-2%	0%	-1	-23%	19%	-14%
- CN(C)c1nc(Oc2ccc(N)cc2)nc(N(C)C)n1
→ 3	0.1%	?	-4%	1%	1%	0%	-1	-17%	3%	2%
- COc1ccc(NC2=NCC(=O)N2c2ccccc2F)c(OC)c1
→ 0	0.0%	-7%	0%	0%	2%	2%	-9	-2%	-10%	1%

Some of the compounds tested. The share of hits here may be higher or lower than overall.
